Screening results as filed in PubChem.
Statin myotox sup – suppressors of statin myotoxicity in C2C12 myotubes, primary screen, cell-based, single point, plate reader; 330,000 tested, 0.78% active; C2C12 myotubes + simvastatin, ATP luminescence, 48 h; scaled: DMSO 0, geranylgeraniol control 100; rescue of ATP level, % at 7.49 µM; AID 602340, 2012;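 active = mean ATP rescue above about 67%, or every replicate alone reaching that limit, limit read from the data, passing the limit was not always enough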;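 also: myotubes were challenged with 10 µM simvastatin during compound exposure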
GSIS activator – GLuc luminescence reporter in INS-1E cells, primary screen for activators of glucose-dependent secretion of insulin; INS-1E GLuc reporter insulin secretion, 2-3 h; activation, % at 16.6 µM; 370,000 tested, 0.61% active; AID 743287, 2014;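 active = lowest replicate activation of at least 40%, so every replicate reaches that level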;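 also: 0% = median of neutral control wells and 100% = median of IBMX positive control wells; some compounds called inactive have numbers as strong as hits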
FN deposition inh – inhibitors of fibronectin matrix deposition, primary screen, AH1F cells, Alexa488-fibronectin fluorescence, plate reader; inhibition, % at 12.6 µM; AID 743247, 2014; 350,000 tested, 0.086% active; AH1F fibroblasts, overnight;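 active = mean inhibition across replicates of 30% or more, regardless of how many single replicates reach that level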;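 also: positive control wells lacked labelled fibronectin entirely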
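Measured by – fluorescence 485/525 nm · System – AH1F fibroblast monolayer, labelled fibronectin deposition · Amount – 10000 cells per well · Buffer or medium – serum-reduced DMEM (2% serum) · Doses – single dose, pinned · Also added – fluorescent fibronectin at 24 nM final · Schedule – 1 h cell attachment, overnight exposure to compound and label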
PGC1a acetyl inh – inhibitors of PGC1a acetylation signal, primary screen, cell-based, U2OS, AlphaScreen, inhibitor mode. AID 651687, 2012. 350,000 tested, 0.17% active. AlphaScreen anti-acetyl-lysine; with virally co-expressed GCN5 acetyltransferase. inhibition, % at 15.6 µM;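 active = every replicate shows inhibition of at least 40%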;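 also: 0% = neutral control wells and 100% = positive control wells; some results beyond the cut were filed as inactive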
miR122 inh – miR-122 Renilla sensor signal increase in Huh7, primary screen, miR-122 inhibitor project, cell-based, single point, plate reader. Huh7 miR-122 Renilla luciferase sensor, 48 h; neutral wells = 0, positive control = 100. activation (reporter increase), % at 12.5 µM. 340,000 tested, 0.3% active. AID 602342, 2012;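 active = mean replicate activation score at least 90 and every replicate individually at or above 90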;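 also: higher luciferase means less miR-122 activity so hits act as miR-122 inhibitors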
Cneo AK release – Cryptococcus neoformans cell lysis inducers, primary screen, AK release luminescence, single concentration. C. neoformans lysis, adenylate kinase release luminescence, 4 h; normalised: neutral wells 0, clomiphene wells 100. lysis activity, % at 15 µM. 360,000 tested, 0.2% active;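 active = mean lysis activity across replicates of at least 80%, whatever share of replicates individually reach that level; inactive = mean lysis activity below 80%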
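Assay system: Cryptococcus neoformans yeast cells / Dosing: single-point compound dose / Timing: 4 h at 37 °C static, read 1 h later / Measured by: luminescence of released adenylate kinase using an AK detection reagent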
CFTR F508del cor – F508del CFTR correction, initial screen, CFBE line, single point. activity (quench increase), % at 7.58 µM. AID 720511, 2013. CFBE cells, YFP halide quenching; stimulated with forskolin plus potentiator P3; % fluorescence drop versus neutral controls. 350,000 tested, 0.36% active;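 active = mean added fluorescence quench of at least 8% versus neutral control, with both replicates also reaching 8%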;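 also: cells transiently co-express mutant CFTR-F508del with the halide-sensitive YFP; corrector assay measuring rescue of mutant channel to the surface after 24 h compound exposure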
PglD DTNB – C. jejuni PglD acetyltransferase inhibitors, primary screen, biochemical, DTNB colorimetric, single point; AID 602405, 2012; UDP-N-acetylbacillosamine N-acetyltransferase PglD (Campylobacter jejuni); inhibition, % at 12.5 µM; purified PglD enzyme, DTNB colorimetric CoA detection; 360,000 tested, 0.098% active; in the data active = inhibition above about 16%, passing the limit was not always enough; also: strong numbers were not always called active
* marks the source's active call; other numbers are inactive results; . = not tested or not shown; & = joins results of further samples; [ ] = dose if it differs, or a comment.

Start of the listing, in advance (6 entries):
SMILES	Statin myotox sup	GSIS activator	FN deposition inh	PGC1a acetyl inh	miR122 inh	Cneo AK release	CFTR F508del cor	PglD DTNB
CC(=O)c1ccc(OCCOc2ccc([N+](=O)[O-])cc2)cc1	6	.	6	-9	2	2	.	0
COc1ccc(S(=O)(=O)NCc2cccnc2)c(Cl)c1Cl	5	28	.	-4	2	1	-2.3	2
CCC(=O)N1[C@@H](CO)[C@@H]2c3ccccc3N(C(=O)Nc3ccccc3Cl)C[C@@H]21	6	-6	.	0	-11[16.7 µM]	0	0.8	-2
Cc1ccc(CN2CCSc3ccc(C(=O)NC4CCCC4)cc32)cc1	-6	.	.	-5	0	2	.	-3
Cc1ccc(C(=O)N[C@H](C(=O)NC2CCCCCCC2)C(C)C)cc1	3	-4	-4	1	-3	2	-2.6	0
O=C(c1ccco1)N1CCN(S(=O)(=O)c2ccc(S(=O)(=O)NC3CCCCC3)cc2)CC1	13	.	.	-4	11	0	.	-1

Results, previewed entries included:
SMILES	Statin myotox sup	GSIS activator	FN deposition inh	PGC1a acetyl inh	miR122 inh	Cneo AK release	CFTR F508del cor	PglD DTNB
CC(=O)c1ccc(OCCOc2ccc([N+](=O)[O-])cc2)cc1	6	.	6	-9	2	2	.	0
COc1ccc(S(=O)(=O)NCc2cccnc2)c(Cl)c1Cl	5	28	.	-4	2	1	-2.3	2
CCC(=O)N1[C@@H](CO)[C@@H]2c3ccccc3N(C(=O)Nc3ccccc3Cl)C[C@@H]21	6	-6	.	0	-11[16.7 µM]	0	0.8	-2
Cc1ccc(CN2CCSc3ccc(C(=O)NC4CCCC4)cc32)cc1	-6	.	.	-5	0	2	.	-3
Cc1ccc(C(=O)N[C@H](C(=O)NC2CCCCCCC2)C(C)C)cc1	3	-4	-4	1	-3	2	-2.6	0
O=C(c1ccco1)N1CCN(S(=O)(=O)c2ccc(S(=O)(=O)NC3CCCCC3)cc2)CC1	13	.	.	-4	11	0	.	-1
C[C@@H]1CCCCO[C@H](CN(C)S(=O)(=O)c2ccc(F)cc2)[C@@H](C)CN([C@H](C)CO)C(=O)c2cc(NS(C)(=O)=O)ccc2O1	-4	6	.	-11	1[16.7 µM]	-9	0.2	4
COc1ccc(C2=NS(=O)(=O)N(C)C(C(=O)Nc3ccc4c(c3)OCO4)=C2)cc1	32	-19	8	0	-4	0	-1.3	-1
Fc1cccc(/C=N/Nc2ncnc3nc[nH]c23)c1	-5	.	3	-3	-7	0	4.2	0
CCCNC(=O)c1cnc(Sc2ncc(C(F)(F)F)cc2Cl)n1C	8	1	.	.	.	5	.	-3
NC(=O)c1ccc(C(F)(F)F)n(Cc2c(Cl)cccc2Cl)c1=O	.	-25	4	-5	-6	-19	.	1
NS(=O)(=O)c1cnccc1Nc1ccc(Cl)c(Cl)c1	4	6	7	2	-5	-2	.	-6
Cc1cccc(-c2ccc([C@H]3[C@H]4CN(S(=O)(=O)c5ccccc5C)CCCCN4[C@H]3CO)cc2)c1	.	11	.	-16	6[16.7 µM]	0	-2.2	-1
CC1(C(=O)Nc2cnc3ccccc3c2)CCN1Cc1ccccc1Cl (stereo unspecified)	19	-8	-2	.	.	7	-5.3	-2
O=C(CSc1nc2cc(Cl)c(Cl)cc2[nH]1)c1ccc2c(c1)OCO2	5	-2	5	.	-4	1	0.9	-3
O=C(O)COc1ccc(Oc2ccccc2)cc1	1	.	.	8	3	0	.	-3
O=C(C[C@H]1C[C@@H]2c3cc(NC(=O)c4cccnc4)ccc3O[C@@H]2[C@@H](CO)O1)NCc1ccccc1F	1	-3	11	-2	1[16.7 µM]	13	0.0	0
O=C(NCCCCNC(=O)c1ccc(F)cc1)c1ccc(F)cc1	13	-2	3	-3	-1	1	0.2	12
C[C@@H]1CCCCO[C@H](CN(C)S(=O)(=O)c2cn(C)cn2)[C@@H](C)CN([C@@H](C)CO)C(=O)c2cc(NC(=O)Nc3ccc(C(F)(F)F)cc3)ccc2O1	31	3	.	-1	-10[16.7 µM]	-1	1.6	0
O=C(NC1CC1)c1cc(-c2ccc(Br)cc2)nc2ccccc12	3	6	-1	-1	-5	0	2.7	-3
CCc1ccccc1OCC(=O)Nc1cccc(S(=O)(=O)N2CCCC2)c1	2	-11	0	.	.	-1	-6.1	-2
COc1ccc(-c2nnc3sc(-c4ccccc4OC)nn23)cc1	-6	.	.	12	-17	-1	.	1
CCc1ccc(C2CC(c3ccccc3)Nc3nc(N)nn32)cc1 (stereo unspecified)	8	8	-34	.	.	-2	0.2	4
COc1ccc(NC(=O)N(C)C[C@@H]2OCc3cnnn3CCCC(=O)N([C@@H](C)CO)C[C@H]2C)cc1	12&5	0&-8	-8&-2	-4	0	0&-3	0.9&2.6	1&-1
N#C[C@@H]1[C@@H](c2ccc(C3=CCCC3)cc2)[C@@H](CO)N1c1nc(-c2ccccc2)cs1	-17	4	-3	1	.	-3	-1.6	-1
C[C@@H]1CCCCO[C@H](CN(C)Cc2ccc(C(=O)O)cc2)[C@@H](C)CN([C@H](C)CO)C(=O)c2cc(NS(=O)(=O)c3ccccc3)ccc2O1	0	26	2	5	9[16.7 µM]	-2	3.1	0
O=C(Oc1ccccc1F)c1ccc2c(=O)n3c(nc2c1)CCC3	.	-1	14	.	.	-5	0.9	2
COc1ccc(C(CC(=O)N2CCCC2)c2c(OC)cc(OC)c3c(-c4ccccc4)cc(=O)oc23)cc1 (stereo unspecified)	-10	-10	2	-3	67	1	5.9	3
O=S(=O)(Nc1ccncc1)c1cc(Cl)ccc1Cl	11	-6	-1	0	-10	-1	0.5	6
CC(C)NC(=O)N(C)C[C@@H]1Oc2ccc(NS(=O)(=O)c3cn(C)cn3)cc2C(=O)N([C@@H](C)CO)C[C@H]1C	.	-4	6	-11	1[16.7 µM]	55	0.5	0
COc1ccc(NC(=O)Nc2ccc3c(c2)CC(=O)N([C@@H](C)CO)C[C@@H](C)[C@@H](CN(C)Cc2ccccc2)O3)cc1	-38	-23	.	-3	-8[16.7 µM]	-3	-0.2	-8
N#C[C@H]1[C@@H](c2ccccc2C2=CCCC2)[C@H](CO)N1C(=O)C1CCC1	.	-9	-1	-2	.	.	2.1	.
O=C1CCCC2=C1C(c1cccc(O)c1)c1c(ccc3ncccc13)N2 (stereo unspecified)	.	-13	8	-10	7	.	-3.2	.
CCN(CC)S(=O)(=O)c1cccc(NC(=O)COc2ccc(Cl)cc2Br)c1	9	10	-4	-7	-3	0	2.5	5
Cn1nc(-c2ccccc2)c(N2CCCCC2)cc1=O	.	33	-8	-13	.	.	1.2	.
CN1C(=O)c2cc(NC(=O)c3cccc(F)c3)ccc2OC[C@@H]2O[C@H](CC(=O)N3CCc4ccccc4C3)CC[C@H]21	34	6	9	1	4[16.7 µM]	0	2.0	-3
O=C(COc1ccc2c(-c3ccccc3)cc(=O)oc2c1)NCCN1CCOCC1	-1	5	4	10	-2	1	-0.8	4
COC(=O)c1ccc(SC2CCCCC2)c([N+](=O)[O-])c1	8	.	.	-7	-22	-2	.	-9
CCN(CC)CCN(C(=O)c1ccc2c(c1)CCCC2)c1nc2ccc(C)cc2s1	3	-27	7	.	-3	0	0.1	4
Cc1ccccc1-c1ccc2c(c1)O[C@@H](CN(C)CC1CC1)[C@@H](C)CN([C@H](C)CO)S2(=O)=O	-18	7	12	-16	4[16.7 µM]	1	-0.6	1
CC1CCC(NC(=O)C2CC(O)CN2S(=O)(=O)c2ccc([N+](=O)[O-])cc2)CC1 (stereo unspecified)	0	-1	1	-9	-9	0	-1.9	-5
CCCN(CCC)Cc1cc(=O)oc2cc(C)cc(C)c12	-9	2	13	5	5	0	1.7	-5
Clc1ccc(Cn2ccc3ccccc32)cn1	10	-4	1	-7	13	-2	-0.9	3
CC(NC(=O)c1cccs1)C(c1cccs1)N1CCN(Cc2ccccc2)CC1 (stereo unspecified)	-17	.	.	-2	-10	-3	.	4
N#CCn1cnc2c(oc3ccccc32)c1=O	5	.	.	0	.	-2	.	3
C[C@H]1CN([C@@H](C)CO)C(=O)c2cccc(NC(=O)c3ccc(-c4nccs4)cc3)c2O[C@@H]1CN(C)Cc1ccc(Cl)c(Cl)c1	.	-3	13	-6	12[16.7 µM]	2	0.2	-1
C=CCN(CCNP(=O)(OCC)OCC)CP(=O)(OCC)OCC	-8	19	.	-3	-3	0	.	-4
CCCCn1nnc(NC(=O)COc2cc(C)ccc2C(C)C)n1	4	.	.	-27	-2	1	.	0
O=C(Cc1ccccn1)NCC[C@@H]1CC[C@H](NC(=O)c2ccccc2F)[C@@H](CO)O1	7	3	9	3	.	28	0.2	-3
Cc1ccc(CN2C3=NC(=O)CN3c3ccccc32)cc1	5	.	-13	-5	-1	.	.	.
CCOC(=O)N1CCC(NC(=O)c2ccc3nc(N4CCOCC4)sc3c2)CC1	-5	.	.	-10	-3	1	.	7
O=C(CCN1CCN(c2ccccc2)CC1)NNC(=O)Cc1c(F)cccc1Cl	11	5	-3	.	-2	0	-1.0	-2
COc1cc(OC)cc(C(=O)Nc2ccc3nc4n(c(=O)c3c2)CCCCC4)c1	-36	31	5	6	16	-9	-1.9	2
C[C@H](CO)N1C[C@H](C)[C@@H](CN(C)Cc2ccccc2)OCCCC[C@H](C)Oc2ccc(NC(=O)CCC(F)(F)F)cc2C1=O	-15	10	-9	-9	2[16.7 µM]	.	2.1	.
Cn1c(N2CCCC2)nc2c1c(=O)n(Cc1ccc(Cl)cc1)c(=O)n2C	5	.	1	2	8	-6	.	-2
COc1cc(OC)cc(C(=O)NNC(=S)Nc2ccc(S(N)(=O)=O)cc2)c1	1	-4	-7	23	0	-10	0.3	2
O=C(CCCc1nc(-c2ccccc2)no1)N1CCOCC1	3	22	-9	-4	-5	8	.	1
CCCCCCCCOC1OC(CO)C(O)C(O)C1NC(C)=O (stereo unspecified)	-38	.	1	6	-2	-2	.	5

Looked up one by one from the list above:
SMILES	Statin myotox sup	GSIS activator	FN deposition inh	PGC1a acetyl inh	miR122 inh	Cneo AK release	CFTR F508del cor	PglD DTNB
Cn1c(N2CCCC2)nc2c1c(=O)n(Cc1ccc(Cl)cc1)c(=O)n2C	5	.	1	2	8	-6	.	-2
O=C(CCN1CCN(c2ccccc2)CC1)NNC(=O)Cc1c(F)cccc1Cl	11	5	-3	.	-2	0	-1.0	-2
CCOC(=O)N1CCC(NC(=O)c2ccc3nc(N4CCOCC4)sc3c2)CC1	-5	.	.	-10	-3	1	.	7
COc1cc(OC)cc(C(=O)NNC(=S)Nc2ccc(S(N)(=O)=O)cc2)c1	1	-4	-7	23	0	-10	0.3	2

Entries of single compounds as entered above.
Profile of `CCCCn1nnc(NC(=O)COc2cc(C)ccc2C(C)C)n1` → Statin myotox sup: 4; GSIS activator: .; FN deposition inh: .; PGC1a acetyl inh: -27; miR122 inh: -2; Cneo AK release: 1; CFTR F508del cor: .; PglD DTNB: 0
Profile of `CCOC(=O)N1CCC(NC(=O)c2ccc3nc(N4CCOCC4)sc3c2)CC1` → Statin myotox sup: -5; GSIS activator: .; FN deposition inh: .; PGC1a acetyl inh: -10; miR122 inh: -3; Cneo AK release: 1; CFTR F508del cor: .; PglD DTNB: 7
